MOR-DOR ag = agonists of OPRM1-OPRD1 heterodimerization, primary screen, cell-based, luminescence. Mu-type opioid receptor (Homo sapiens) + Delta-type opioid receptor (Homo sapiens), …. AID 504326, 2011. cells. activation, % at 9.3 µM. 340,000 compounds, 0.3% hits; in the data active = activation above about 18%;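 note: 0% = vehicle-treated cells and 100% = reference agonist; values of inactives mirror those of a sister screen read the other way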
Keap1 Nrf2 FP = Keap1-Nrf2 protein-protein interaction inhibitors, primary screen, biochemical, fluorescence polarization, single point; Kelch-like ECH-associated protein 1 (Homo sapiens), Q14145; Keap1 Kelch-Nrf2 peptide fluorescence polarization, 1536-well; inhibition, % at 9.4 µM; 340,000 compounds, 0.15% hits; in the data active = inhibition above about 12%;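 note: human Keap1 Kelch domain with fluorescein labeled Nrf2 9mer peptide probe; 0% = neutral control wells and 100% = peptide positive control; higher means more block of Keap1 binding to Nrf2 peptide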
Target sequence (Q14145 whole entry, looked up, the tested form may be a part): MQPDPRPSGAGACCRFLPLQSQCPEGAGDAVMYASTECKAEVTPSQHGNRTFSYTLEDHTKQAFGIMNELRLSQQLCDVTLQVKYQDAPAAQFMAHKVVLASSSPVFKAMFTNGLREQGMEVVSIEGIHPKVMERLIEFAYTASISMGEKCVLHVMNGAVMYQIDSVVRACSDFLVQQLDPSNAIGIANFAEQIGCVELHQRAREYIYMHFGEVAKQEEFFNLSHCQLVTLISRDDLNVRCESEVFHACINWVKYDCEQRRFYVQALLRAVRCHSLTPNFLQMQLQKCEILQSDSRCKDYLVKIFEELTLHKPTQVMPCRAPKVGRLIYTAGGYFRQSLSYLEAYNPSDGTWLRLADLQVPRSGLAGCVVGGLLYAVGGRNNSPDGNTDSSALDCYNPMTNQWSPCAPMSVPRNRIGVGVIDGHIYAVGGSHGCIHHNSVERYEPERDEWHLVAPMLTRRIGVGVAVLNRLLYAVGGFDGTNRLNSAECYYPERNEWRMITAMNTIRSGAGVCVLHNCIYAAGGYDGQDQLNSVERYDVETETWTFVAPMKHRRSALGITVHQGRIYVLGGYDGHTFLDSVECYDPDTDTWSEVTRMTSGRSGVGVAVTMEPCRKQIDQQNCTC
RTF Ca sens inh = cardiac RTF calcium sensitivity inhibitors, primary screen, biochemical, IANBD-TnC fluorescence, EC70 calcium. IANBD-labeled cardiac RTF, Ca2+ fluorescence. 340,000 compounds, 0.12% hits. Troponin I, cardiac muscle (Homo sapiens) + Troponin T, cardiac muscle (Homo sapiens) + …. AID 493244, 2011. inhibition, % at 7.15 µM;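 active = inhibition above the mean inhibition of all tested compounds plus 3 SD, cut at about 17% in these data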;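 note: assay run at fixed EC70 calcium of 1.6 mM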
Arrestin-AP2 inh = inhibitors of beta-arrestin/AP2 binding, primary screen, biochemical, GPCR trafficking, flow cytometry | beta-arrestin 1 C-terminal peptide binding to AP2 beta2-adaptin appendage (human) | FITC-arrestin peptide / GST-AP2 beads; AP2 beta2 appendage carries R879A mutation | inhibition, % at 10 µM | 340,000 compounds, 0.31% hits | AID 504490, 2011;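 active = inhibition above a set limit, near 3 SD of compounds lacking own fluorescence, cut at about 54% in these data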;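 note: plate controls were DMSO wells for no effect and 5 µM unlabelled arrestin peptide for full effect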
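test system = AP2 appendage R879A on GSH beads | buffer or medium = PBS plus Tween 20 (0.05%) and BSA (0.1%) | incubation = 12 min plus 1 h, RT | detection = bead flow cytometry, FITC channel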
V-ATPase pH = regulators of yeast V-ATPase proton pumping, primary screen, pHLuorin cytosolic pH fluorescence | AID 504577, 2011 | response, % at 10 µM | 350,000 compounds, 0.37% hits | S. cerevisiae; in the data active = response mostly above about 7.3%, no sharp cut-off; inactive = mostly below about 5.4%; note: actives read high; inactives centre near 0; some compounds called inactive have numbers as strong as hits; reference of the scale not given here
C-LANA FP = inhibitors of KSHV C-LANA binding to DNA, primary screen, biochemical, fluorescence polarization, FAM-LBS DNA, MBP-C-LANA, single point; Kaposi's sarcoma herpesvirus LANA C-terminal domain (residues 932-1162) DNA binding; inhibition, % at 9 µM; 340,000 compounds, 0.078% hits; AID 504423, 2011;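 active = highest replicate inhibition at or above 60% at 9 µM, even if other replicates fall short; inactive = all replicates below 60% inhibition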;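 note: 0% = neutral control wells and 100% = 4 µM acridine orange control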
MOR-DOR inv ag = inverse agonists of MOR-DOR heterodimerization, primary screen, cell-based, luminescence; Mu-type opioid receptor (Homo sapiens) + Delta-type opioid receptor (Homo sapiens), …; cell-based MOR-DOR heterodimer luminescence, inverse agonism; inhibition, % at 9.3 µM; 340,000 compounds, 0.21% hits; in the data active = inhibition above about 22%, passing the limit was not always enough;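 note: 0% = cells with DMSO and 100% = wells without cells with DMSO; values of inactives mirror those of a sister screen read the other way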
Pemphigus Ab inh = inhibitors of pemphigus antibody binding to DSG3, primary screen, biochemical, bead-based, flow cytometry, scFv-GFP. Desmoglein-3 (Homo sapiens), P32926. 310,000 compounds, 0.48% hits. AID 588358, 2011. binding (percent of control), % at 10 µM. DSG3-coupled beads, scFv-anti-DSG3-GFP binding; stronger effect = lower value;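 active = binding more than 3 SD below its plate's average and above zero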; note: some compounds called inactive have numbers as strong as hits
cardiac RTF act = cardiac RTF calcium sensitivity activators, primary screen, biochemical, IANBD-TnC fluorescence, EC20 calcium; Troponin I, cardiac muscle (Homo sapiens) + Troponin T, cardiac muscle (Homo sapiens) + …; IANBD-labeled TnC RTF fluorescence at EC20 calcium; 0% EC20 calcium, 100% full calcium; activation, % at 7.2 µM; 340,000 compounds, 0.24% hits; AID 493008, 2010;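 active = activation above the mean over all tested compounds plus 3 SD, cut at about 30% in these data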;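 note: rise in fluorescence read as greater calcium sensitivity of cardiac thin filaments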
Wnt bcat act = Wnt/beta-catenin pathway activators, primary screen, cell-based, plate reader, single point; Wnt/beta-catenin reporter cell assay, activator; 300,000 compounds, 1.2% hits; AID 743398, 2014; activation, % at 9.35 µM; in the data active = activation above about 30%, passing the limit was not always enough;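 note: 0% = neutral control wells and 100% = positive control wells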
* = called active by the depositor; . = no result given.

compound,MOR-DOR ag,Keap1 Nrf2 FP,RTF Ca sens inh,Arrestin-AP2 inh,V-ATPase pH,C-LANA FP,MOR-DOR inv ag,Pemphigus Ab inh,cardiac RTF act,Wnt bcat act
COc1ccc(C2=CC(=O)C[C@H](c3ccc(F)cc3)C2)c(OC)c1,-3.5,-2,-6,-4,1,-1.1,20,98,6,10
CC(=O)n1cc([C@H]2C=C(C(=O)Nc3ccccc3)O[C@@H](OCCCCO)C2)c2ccccc21,-0.8,-11,12,2,1,1.9,4,103,-2,1
O=C(O)c1ccc(C(=O)c2cc([N+](=O)[O-])cc([N+](=O)[O-])c2)cc1,6.5,2,1,-17,-3,-3.0,-32,112,2,0
COc1cc(NC(=O)c2cccc3c2C(=O)N(Cc2cccnc2)C3)cc(OC)c1OC,-2.0,0,-5,-3,-2,-0.2,12,95,0,0
CSc1ccccc1OCc1cc(C(=O)NC2CCOC2)no1 (stereo not drawn),-0.2,1,-8,28,-4,1.7,1,91,4,10
Cc1ccn(C(C)CC(=O)N2CCc3ccccc32)n1 (stereo not drawn),-1.4,-4,-5,-9,0,0.7,7,95,0,-1
Fc1ccccc1CSc1nc2ccccc2[nH]1,-1.9,2,-1,23,0,1.5,8,99,-2,4
CCOC(=O)C1CCN(CC(=O)c2c(C)n(C)c3ccc(OC)cc23)CC1,1.4,-2,-3,-15,-3,-3.2,-6,110,-5,0
COc1ccc(OCC(=O)Nc2cc(-c3nn4c(C)nnc4s3)ccc2C)cc1,-1.7,-1,0,23,0,0.0,8,111,5,-3
COc1ccc(Nc2nc(-c3cc4cccc(OC)c4oc3=O)cs2)cc1,-1.0,1,3,11,-1,0.7,5,83,-2,-1
CCOC(=O)CN1CC23C=CC(O2)C(C(=O)NC2CCCCC2)C3C1=O (stereo not drawn),-2.3,-5,0,3,-1,0.6,14,94,6,-3
CC(C)C(C(=O)Nc1ccccc1)N1C(=O)c2ccccc2C1=O (stereo not drawn),0.1,7,-14,-8,1,-1.3,0,104,4,-4
O=C(NCc1ccco1)c1nnc(Cc2ccc(Cl)cc2)o1,-2.3,-1,-4,0,-2,-2.0,12,101,-8,1
Cc1ccc(CNC(=O)C2(S(=O)(=O)c3ccccc3)CC=CC2)cc1,-2.3,-1,-6,-20,6,2.0,13,101,4,.
COCC(=O)NNC(=S)Nc1cccc(C)c1C,-0.9,4,-2,6,-6,-0.7,5,112,10,-1
COc1ccc(-n2nc(C(=O)NCC(=O)N3CCCC3)c3ccccc3c2=O)cc1Cl,-2.7,2,3,-2,-3,-0.3,15,.,-1,1
CCCN(CCC)C(=O)c1ccc2c(c1)N(Cc1ccccc1)C(=O)CS2=O (stereo not drawn),-3.0,-1,-6,-5,-2,0.9,16,105,0,-1
CC(=O)c1cc(-c2ccccc2)n(CC(=O)Nc2cc(C)cc(C)c2)c1C,0.5,3,-8,39,0,1.4,-2,104,1,-3
CC1CCCCN1S(=O)(=O)c1ccc(NC(=O)c2ccco2)cc1 (stereo not drawn),1.3,-3,-4,4,2,1.1,-6,101,-4,.
CCc1nc(SCC(=O)NNC(=O)C2CCCCC2)c2ccccc2n1,-0.9,-4,2,2,0,-0.3,4,102,-2,.
Cc1nc(SCc2nc3ccccc3[nH]2)c2oc3ccccc3c2n1,-1.8,-2,-20,4,0,-0.1,9,102,-4,-2
CC(C)c1ccc2nc(N)sc2c1,-2.5,-2,-1,13,-3,-0.2,12,.,5,11
CCCCN1C(=N)N([C@@H](C)CN2CCC[C@H]2CN2C(N)=NC[C@H]2C(C)C)C[C@H]1[C@H](C)CC,-0.4,1,-8,3,3,-3.7,2,96,2,-2
CC(=O)C1=C(C)NC(SCC(=O)Nc2nc3ccccc3s2)=C(C#N)C1c1ccc(Cl)cc1 (stereo not drawn),0.2,-7,-3,-3,-1,0.3,-1,98,-4,1
COc1ccc(-c2nnc3n2CCCCC3)cc1OC,-1.9,1,-8,11,0,-1.8,12,92,0,0

Seven compounds drawn at random from those above:
compound,MOR-DOR ag,Keap1 Nrf2 FP,RTF Ca sens inh,Arrestin-AP2 inh,V-ATPase pH,C-LANA FP,MOR-DOR inv ag,Pemphigus Ab inh,cardiac RTF act,Wnt bcat act
CCc1nc(SCC(=O)NNC(=O)C2CCCCC2)c2ccccc2n1,-0.9,-4,2,2,0,-0.3,4,102,-2,.
COc1ccc(-c2nnc3n2CCCCC3)cc1OC,-1.9,1,-8,11,0,-1.8,12,92,0,0
COc1cc(NC(=O)c2cccc3c2C(=O)N(Cc2cccnc2)C3)cc(OC)c1OC,-2.0,0,-5,-3,-2,-0.2,12,95,0,0
Fc1ccccc1CSc1nc2ccccc2[nH]1,-1.9,2,-1,23,0,1.5,8,99,-2,4
Cc1nc(SCc2nc3ccccc3[nH]2)c2oc3ccccc3c2n1,-1.8,-2,-20,4,0,-0.1,9,102,-4,-2
Cc1ccc(CNC(=O)C2(S(=O)(=O)c3ccccc3)CC=CC2)cc1,-2.3,-1,-6,-20,6,2.0,13,101,4,.
COc1ccc(OCC(=O)Nc2cc(-c3nn4c(C)nnc4s3)ccc2C)cc1,-1.7,-1,0,23,0,0.0,8,111,5,-3

Next part:
compound,MOR-DOR ag,Keap1 Nrf2 FP,RTF Ca sens inh,Arrestin-AP2 inh,V-ATPase pH,C-LANA FP,MOR-DOR inv ag,Pemphigus Ab inh,cardiac RTF act,Wnt bcat act
S=C(NCCSCc1ccc(Cl)cc1Cl)Nc1ccccc1,2.1,3,2,0,3,-4.4,-12,108,-1,.
CC(NC(=O)OC(C)(C)C)C(=O)Oc1ccc2ccc(=O)oc2c1 (stereo not drawn),-2.5,-4,-3,6,-4,-0.1,15,109,4,.
O=S1(=O)CC/C(=N/Nc2ccccn2)c2cc(F)ccc21,-3.5,0,-11,8,0,1.1,18,93,-4,3
O=C(NCc1ccccc1)N1CCN(c2ccc(Cl)c(Cl)c2)CC1,8.8,-4,-6,-1,4,-1.8,-52,79,1,.
O=C(c1ccc(Cl)cc1)N1CCN(c2ccc([N+](=O)[O-])c(NCc3cccnc3)c2)CC1,-0.9,1,-5,29,-6,-0.2,6,101,1,-16
CCOC(=O)c1c(N)sc2c1CCSC2,-0.2,-3,2,26,-3,0.1,1,108,-2,.
COc1ccc(NC(=O)CSc2nnnn2C)c([N+](=O)[O-])c1,1.8,-2,-3,-10,4,0.8,-10,100,4,-4
Cc1ccc(-n2c(N)c(S(=O)(=O)c3ccccc3)c3nc4ccccc4nc32)cc1,-1.8,-1,-13,2,0,-0.4,12,88,9,.
COc1ccccc1-c1nnc(-c2ccc(F)cc2)o1,.,.,.,11,4,.,.,109,.,-1
N=c1c(S(=O)(=O)c2ccccc2)cc2c(=O)n3ccccc3nc2n1C1CCCC1,2.3,0,7,17,-8,1.1,-17,.,-2,6
O=C(NN1C(=O)C2C(C1=O)C1C=CC2C12CC2)c1ccncc1 (stereo not drawn),-0.2,0,-2,-4,-2,0.4,1,99,9,-1
CC(C)=CC(=O)Nc1ccc(OCc2ccccc2)cc1,0.9,-2,-10,1,-2,1.0,-7,98,-4,41*
O=C(Nc1cccc(S(=O)(=O)N2CCOCC2)c1)C(c1ccccc1)N1CCCCC1 (stereo not drawn),0.1,-4,-2,20,1,-0.9,-1,98,4,-2
Cc1nn(C)cc1S(=O)(=O)N1CCN(Cc2ccc(F)cc2Cl)CC1,-2.1,-4,2,0,5,-0.2,12,105,4,-1
CC1CC2(CCCC2)N(C(=O)c2ccccc2)Cc2ccccc21 (stereo not drawn),6.4,-5,2,2,-1,-1.3,-46,91,4,-1
CC(=O)Nc1cc(-c2ccc(Cl)cc2)[nH]n1,-2.9,-2,-5,3,-2,1.8,15,101,-6,-2
CCOC(=O)c1nnn(-c2nonc2N)c1CNc1ccc(C)c(Br)c1,2.7,-5,-4,-6,-4,-1.4,-16,116,2,1
N#Cc1c(NC(=O)c2cnccn2)sc2c1CCCC2,0.1,-4,-10,2,-1,1.3,-1,99,10,.
COc1cc(C(c2c(C)[nH][nH]c2=O)c2c(C)[nH][nH]c2=O)ccc1OCc1ccc([N+](=O)[O-])cc1,-0.6,1,-8,3,1,-1.8,3,104,-4,.
CCOC(=O)N1CCN(c2c(NCCOC)c(=O)c2=O)CC1,0.3,3,-7,.,1,1.5,-2,98,1,-2
COc1ccc(NC(=O)C23CCC(C)(C(=O)O2)C3(C)C)cc1 (stereo not drawn),-1.7,0,-7,4,1,0.2,10,101,-1,.
O=C(COC(=O)c1ccccc1C(=O)c1ccc(Cl)cc1)NCCc1ccccc1,1.3,-1,-6,30,5,-2.4,-7,108,8,13
O=C(c1ccco1)N1CCC(N2CCN(c3ccccc3)CC2)CC1,.,-1,.,29,-6,0.3,.,90,.,0
CCOC(=O)c1sc(NC(=O)CCN2CCCCCC2)c(C(=O)OCC)c1C,1.9,-9,-12,16,7,1.4,-14,97,-2,-1
COc1cc(C(=O)Nc2nnc(CC(=O)NCc3ccccc3)s2)cc(OC)c1OC,-3.7,-4,-1,32,-3,0.3,19,109,-7,1
Cc1ccc(C)n1-c1ccc(C(=O)Nc2ccccc2F)cc1,-0.9,0,-4,-2,0,0.0,4,107,-3,7
COc1ccc(C2CC(=O)C(C=NCCN3CCN(C(=S)Nc4ccccc4)CC3)=C(O)C2)cc1OC (stereo not drawn),.,-3,.,7,4,0.2,.,.,.,2

Grouped by structure: the compounds so far containing a thiophene ring, fused or not
compound,MOR-DOR ag,Keap1 Nrf2 FP,RTF Ca sens inh,Arrestin-AP2 inh,V-ATPase pH,C-LANA FP,MOR-DOR inv ag,Pemphigus Ab inh,cardiac RTF act,Wnt bcat act
CCOC(=O)c1c(N)sc2c1CCSC2,-0.2,-3,2,26,-3,0.1,1,108,-2,.
N#Cc1c(NC(=O)c2cnccn2)sc2c1CCCC2,0.1,-4,-10,2,-1,1.3,-1,99,10,.
CCOC(=O)c1sc(NC(=O)CCN2CCCCCC2)c(C(=O)OCC)c1C,1.9,-9,-12,16,7,1.4,-14,97,-2,-1
